High-throughput results as filed in PubChem.
CHO-K1 Ca ag – nonselective activator or artifact in parental CHO-K1 cells | 360,000 compounds, 0.48% hits | activation, % at 3 µM | Fluo-8 calcium fluorescence; scaled to maximal ATP response, vehicle zero | AID 602248; in the data active = activation above about 15%;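 note: untransfected CHO-K1 host cells lacking M1 receptor as counterscreen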
GPR7 antagonist – human neuropeptides B/W receptor 1 antagonism. 290,000 compounds, 1.1% hits. AID 1861. inhibition, % at 4.4 µM. GPR7-expressing cells, fluorescence antagonist assay; in the data active = inhibition above about 16%, passing the limit was not always enough;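 note: cells stimulated with the agonist NPW; 0% = agonist with vehicle and 100% = vehicle without agonist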
Target sequence (P48145 whole entry, looked up): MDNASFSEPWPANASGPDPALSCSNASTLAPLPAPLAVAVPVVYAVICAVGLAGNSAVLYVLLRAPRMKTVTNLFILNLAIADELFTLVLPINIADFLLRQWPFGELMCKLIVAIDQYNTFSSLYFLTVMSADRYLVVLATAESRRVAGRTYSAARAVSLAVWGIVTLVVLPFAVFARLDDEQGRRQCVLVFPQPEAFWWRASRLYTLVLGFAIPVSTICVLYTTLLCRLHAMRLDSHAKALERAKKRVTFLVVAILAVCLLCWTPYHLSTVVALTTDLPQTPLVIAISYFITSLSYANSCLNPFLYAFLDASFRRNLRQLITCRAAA
OXTR potentiator – potentiators of human oxytocin receptor; activation, % at 3 µM; 320,000 compounds, 0.061% hits; CHO-OTR cells, Fluo-8 calcium fluorescence, potentiator mode; 0% = oxytocin EC15, 100% = EC100; AID 2445;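 active = activation above that plate's cutoff, the mean activation of tested compounds plus 3 SD, cut at about 6.6% in these data, passing the limit was not always enough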;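 note: 100% uses oxytocin at 75 nM as the full agonist control; some results filed as inactive read as strong as hits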
Target sequence (P30559 whole entry, looked up): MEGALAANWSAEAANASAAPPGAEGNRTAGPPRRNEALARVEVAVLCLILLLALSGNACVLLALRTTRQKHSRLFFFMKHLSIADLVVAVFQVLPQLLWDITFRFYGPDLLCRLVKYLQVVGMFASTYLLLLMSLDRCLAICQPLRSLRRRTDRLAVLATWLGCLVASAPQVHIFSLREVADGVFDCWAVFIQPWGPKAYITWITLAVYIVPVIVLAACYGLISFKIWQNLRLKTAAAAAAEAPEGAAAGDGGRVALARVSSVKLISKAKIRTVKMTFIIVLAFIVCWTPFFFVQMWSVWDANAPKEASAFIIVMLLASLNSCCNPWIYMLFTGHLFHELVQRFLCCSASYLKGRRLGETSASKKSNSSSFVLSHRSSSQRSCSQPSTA
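assay system = CHO-OTR cells, human receptor | schedule = compound 6 min at room temperature before oxytocin, 100 s read | detection = Fluo-8 intracellular calcium fluorescence, ex 470-495, em 515-575 nm | evaluation = normalized max/min fluorescence ratio, % activation | control set = EC15 oxytocin alone as 0%, 75 nM oxytocin (EC100) as 100%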
CHO-K1 Ca antag – nonselective inhibitor or artifact in parental CHO-K1 cells; ATP-induced calcium, Fluo-8 fluorescence; inhibition, % at 3 µM; 360,000 compounds, 0.6% hits; AID 602250;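 active = inhibition above a per-plate cutoff, the plate's mean sample inhibition plus 3 SD, cut at about 24% in these data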;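 note: 0% = DMSO plus EC80 ATP and 100% = DMSO alone without ATP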
V1R ag counter – activates human V1a receptor in oxytocin agonist counter-screen | CHO-V1R cells, Fluo-8 calcium fluorescence, agonist mode; 0% DMSO, 100% 3 nM vasopressin | 320,000 compounds, 0.25% hits | activation, % at 3 µM | AID 2797 | P37288;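 active = activation above the mean activation of all tested compounds plus 3 SD, per screening run, cut at about 20% in these data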;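 note: signal is peak over basal fluorescence ratio across a 100 second FLIPR read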
TAAR1 antagonist – human TAAR1 antagonism; CHO RD-HGA16 TAAR1, Fluo-8 calcium fluorescence, antagonist; Q96RJ0; 360,000 compounds, 1.5% hits; inhibition, % at 3 µM;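 active = inhibition above a per-plate cutoff, the mean inhibition of test compounds on that plate plus 3 SD, cut at about 49% in these data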;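 note: 0% = DMSO plus EC80 beta-PEA response and 100% = DMSO alone without agonist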
Target sequence (Q96RJ0 whole entry, looked up): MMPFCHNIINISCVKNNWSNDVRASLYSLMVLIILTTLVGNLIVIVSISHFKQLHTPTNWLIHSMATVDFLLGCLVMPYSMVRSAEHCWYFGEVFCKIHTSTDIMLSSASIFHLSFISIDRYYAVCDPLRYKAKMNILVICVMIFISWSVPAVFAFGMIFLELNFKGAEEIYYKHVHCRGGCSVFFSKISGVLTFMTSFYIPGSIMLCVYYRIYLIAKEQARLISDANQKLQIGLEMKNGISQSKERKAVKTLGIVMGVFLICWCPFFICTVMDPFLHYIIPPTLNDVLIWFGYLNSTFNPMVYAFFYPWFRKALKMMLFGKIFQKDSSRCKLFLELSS
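Assay system: RD-HGA16 CHO cells with stable hTAAR1 and Gα16 / Reagent: EC80 β-phenethylamine stimulus / Doses: 3 µM, single point / Timing: dye loading 75 min at 37 °C, then 30 min room temperature / Measured by: Fluo-8 intracellular calcium dye fluorescence, real-time kinetic reads / Controls: vehicle wells and EC80 agonist wells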
OXTR ag – agonists of human oxytocin receptor; P30559; CHO-OTR cells, Fluo-8 calcium fluorescence; normalized: DMSO 0%, oxytocin 100%; activation, % at 3 µM; 320,000 compounds, 0.32% hits; AID 2435;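 active = activation above the mean of all tested compounds plus 3 SD, cutoff set per screening run, cut at about 20% in these data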;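 note: peak over basal fluorescence ratio from a 100 s FLIPR kinetic read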
CHO-K1 Ca PAM – M1 PAM counterscreen hit in parental CHO-K1 cells. AID 602247. 360,000 compounds, 0.02% hits. ATP EC20, Fluo-8 calcium fluorescence; 0% at ATP EC20, 100% at ATP max. activation, % at 3 µM;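 active = activation above the run cutoff, the mean activation of all test compounds plus 3 SD, cut at about 40% in these data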;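 note: peak over basal fluorescence ratio in a 140 s read after ATP addition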
CHO parental Ca – counter-screen for OX1R antagonists: effect in parental CHO cells. parental CHO-K1, ATP-induced calcium, Fluo-8 fluorescence. inhibition, % at 5.6 µM. 330,000 compounds, 0.63% hits. AID 463079;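 active = inhibition above that plate's mean sample inhibition plus 3 SD, cut at about 26% in these data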;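 note: 0% = ATP-challenged DMSO wells and 100% = DMSO wells without ATP; some compounds past the cut are filed as inactive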
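Test system: parental CHO cells; detection: calcium-sensitive Fluo-8 fluorescence; evaluation: percent inhibition of calcium signal; also added: ATP as calcium-mobilizing challenge; repeats: one well per compound; control set: ATP-challenged DMSO wells low, unchallenged DMSO wells high; compound: single nominal dose of 5.6 µM per compound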
* hit, by the source's call; . = not tested or not shown. Rows are unselected; overall some 3.5% were active at least once.

SMILES	CHO-K1 Ca ag	GPR7 antagonist	OXTR potentiator	CHO-K1 Ca antag	V1R ag counter	TAAR1 antagonist	OXTR ag	CHO-K1 Ca PAM	CHO parental Ca
CC(O)CNCc1cccc2ccccc12 (stereo unspecified)	-0.2	-6	-7	9	1.6	-7	0.3	1	-18
Cc1[nH]c(=O)[nH]c(=O)c1Cc1cccc2ccccc12	1.1	-5	-17	-12	1.0	17	-0.8	16	-7
COc1ccc(C(=O)Nc2ccccc2[N+](=O)[O-])cc1S(=O)(=O)N1CCOCC1	5.5	-12	.	-7	.	15	.	5	.
CCOc1ccc(NC(=O)COc2cccc3c2CCN(Cc2cccnc2)C3=O)cc1	1.2	5	-4	-14	4.2	-10	-1.0	-3	-19
COc1ccc(/C=N/N=C/c2ccc(OC)c(O)c2)cc1O	0.1	-14	-15	-5	2.1	-12	0.9	-7	2
CC(C)C[C@H]1CN([C@@H](Cc2ccccc2)CN2CCC[C@@H]2CN2C(=O)C(=O)NC[C@@H]2Cc2ccccc2)C(=O)C(=O)N1CCc1ccccc1	-0.3	.	.	11	.	2	.	-2	.
O=C(Cn1cc2c(n1)CCCC2)NCc1cccnc1	-0.1	4	-4	1	0.3	-16	-0.5	-7	-10
Cc1cc([N+](=O)[O-])cc(/C=N\NC(=O)C2COc3ccccc3O2)c1O (stereo unspecified)	0.9	-11	-8	2	5.3	-15	1.8	-2	-11
Cc1ccc(S(=O)(=O)N2CCSCCSCCSCCSCC2)cc1	1.2	.	.	-16	.	5	.	13	.
COc1ccc(C(=O)NCc2nnc(SCC(=O)c3ccccc3)n2C)cc1OC	0.3	.	-3	-4	-0.2	-2	-0.1	2	-5
CCc1nn(C(C)C(=O)NCCN2CCCCCC2)c(=O)c2cc3occc3n12 (stereo unspecified)	-1.0	-20	-6	-2	0.2	12	-0.7	-16	-12
CC1(C)Cc2c(sc3ncnc(NNC(=S)NCc4ccccc4)c23)CO1	1.7	5	-7	-2	-0.6	-3	-1.4	-3	-9
Cc1nc(C(F)(F)F)ccc1C(=O)N1CCC1(C)C(=O)Nc1ccc2c(c1)OCO2 (stereo unspecified)	0.3	.	.	-8	.	-10	.	4	.
Cc1cccc(OCCCC(=O)N2CCCCCC2)c1C	0.7	-9	.	-13	.	1	.	10	.
COc1ccc(C(C)=O)cc1COC(=O)c1ccc(C)c(S(=O)(=O)N2CCOCC2)c1	3.0	.	-9	-17	5.2	24	1.6	12	-12
CC(C)NC(=S)N1CCN(S(C)(=O)=O)CC1	-0.1	6	-2	-10	0.1	-14	-0.1	9	4
CCCn1c(C)cc(C(=O)COC(=O)c2cc(S(=O)(=O)NCC(C)C)c(Cl)cc2Cl)c1C	1.0	15	-11	-5	2.5	0	-0.1	16	-8
COc1ccc(CN2C(=O)C(C)S/C2=N/N=C/c2ccco2)cc1 (stereo unspecified)	0.3	-13	-6	-8	0.2	-18	-2.3	17	-23
Fc1ccc(-n2cc(-c3ccccc3)c3c(N4CCOCC4)ncnc32)cc1	5.2	-5	1	-5	-0.8	67*	-2.1	-4	-19
CCCCOc1ccc(C(=O)NC(=S)Nc2ccc(CN3CCOCC3)cc2)cc1	0.8	5	-3	0	1.3	-8	1.6	8	-5
Cc1ccc(N(CC(=O)Nc2cc(C)ccc2C)S(C)(=O)=O)cc1	1.0	-2	0	4	-0.1	-32	-0.6	6	-4
COc1cc(Cl)ccc1NC(=S)N(CCN1CCOCC1)C1CCN(C(C)=O)CC1	0.0	3	-4	-15	0.4	-27	0.9	13	-9
COc1ccccc1NC(=S)N(Cc1ccccc1)Cc1cccnc1	0.7	-4	-23	-9	-0.7	-14	-0.5	11	-8
CN(CC(=O)Nc1c(Cl)cccc1Cl)C(=O)c1cc(-c2cccs2)nn1-c1ccccc1	1.1	.	-6	4	0.8	25	-1.6	-6	-26
CCOC(=O)C1=C(C)NC(=O)NC1/C(C)=C/c1ccccc1 (stereo unspecified)	1.1	-4	-4	0	-0.1	6	-1.1	14	-24
COc1cc(NC(=O)Cc2cccs2)cc(OC)c1	0.2	-4	-1	3	-0.8	21	-0.7	4	-12
O=C(CSCc1ccccc1)NCc1ccc2c(c1)OCO2	0.4	14	-16	6	-0.7	3	-1.5	15	-3
CC(=O)NC(CC(=O)OC(C)C(=O)Nc1ccc(Cl)cn1)c1ccccc1 (stereo unspecified)	1.6	.	3	-8	0.0	-15	-0.5	15	-3
CSCC(C)N1CCC(n2nccc2NC(=O)c2ccc3c(c2)OCO3)CC1 (stereo unspecified)	0.5	1	-15	-13	0.3	-9	-0.5	1	17
CCOc1ccc(C2C(C(=O)c3ccc(C)o3)=C(O)C(=O)N2c2nc(C)c(C(=O)OC)s2)cc1 (stereo unspecified)	-0.3	-3	-1	-13	1.1	-40	-0.6	6	-5
COc1ccc(-c2[nH][nH]c(=O)c2NC(=O)c2ccccn2)cc1	0.3	.	.	-1	.	-22	.	-2	.
CCOC(=O)c1cnc(SCC(=O)N2CCN(c3ccccc3)CC2)nc1N	0.7	-8	2	-4	0.3	1	-1.1	4	-15
CCn1c(N2CCC(C)CC2)nc2c1c(=O)n(C)c(=O)n2C	1.6	0	1	-24	-0.2	-14	0.3	25	-4
O=C(COC(=O)CNC(=O)c1ccccc1F)NCCC1=CCCCC1	0.2	-5	-6	-4	-0.9	-7	-1.3	-2	-22
Cc1cccc(N(C(=O)Cc2cccs2)C(C(=O)NC2CCCC2)c2ccncc2)c1 (stereo unspecified)	2.4	0	-11	-16	-0.5	10	-0.6	4	-26
CC(C)=C(NC(=O)c1ccccc1)C(=O)NCCc1nc2ccccc2[nH]1	0.1	-9	-2	-2	-0.8	-21	-0.4	-14	-16
CCOC(=O)C1CCCN(C(=O)c2ccccc2NC(=O)C2=C(C)OCCS2)C1 (stereo unspecified)	0.1	5	-5	-9	1.1	-27	-0.8	2	-1
CCCCC[C@@H]1C=C(C(=O)O)[C@H](c2ccc(C#N)cc2)N1S(=O)(=O)c1ccc(C)cc1	0.8	.	0	-6	0.6	2	0.2	17	-18
Cc1cc(C)n2c(SCC(=O)Nc3ccccc3)nnc2n1	0.2	-5	4	5	0.4	7	1.2	-2	-7
O=C(CCCNC(=O)c1ccc(Cl)cc1)Nc1cccc(S(=O)(=O)N2CCCCC2)c1	1.9	.	-8	-5	5.4	-20	2.7	2	-25
O=C(NCCN1CCOCC1)c1c(Cl)cccc1Cl	-0.1	-13	2	-8	1.4	-14	0.8	16	-10
C=CCN(C(=O)c1csnn1)C(C(=O)NC1CCCC1)c1ccc(F)cc1 (stereo unspecified)	0.9	-7	7	-11	-0.2	-11	-1.0	9	-11
CC(=O)N1c2ccc(S(=O)(=O)N3CCCC(C(=O)Nc4cc(C)cc(C)c4)C3)cc2CC1C (stereo unspecified)	1.5	-7	-7	-12	3.5	11	4.2	17	-4
O=C(COC(=O)c1ccccc1NC(=O)c1ccccc1)c1ccc([N+](=O)[O-])cc1	0.2	-10	-6	-4	-0.3	4	-0.8	11	-25
COc1ccc(CSc2nnc(C)n2N)cc1Br	10	-17	0	11	1.1	1	1.1	-8	-17
Nc1c(NCCc2ccccc2)c2ccccc2oc1=O	1.5	2	-2	0	0.2	67*	2.8	-3	-20
Cc1cc(S(=O)(=O)N2CCOCC2)ccc1OCC(=O)NCc1ccccn1	2.2	7	-12	-14	1.0	-8	1.1	12	-1
COc1ccc2c(c1OC)C(=O)N(c1nccs1)C2	0.8	-3	-11	11	0.0	0	-0.9	-5	-9

Shown with each value named: entries from further up.
> Cc1cc(C)n2c(SCC(=O)Nc3ccccc3)nnc2n1
  CHO-K1 Ca ag = 0.2
  GPR7 antagonist = -5
  OXTR potentiator = 4
  CHO-K1 Ca antag = 5
  V1R ag counter = 0.4
  TAAR1 antagonist = 7
  OXTR ag = 1.2
  CHO-K1 Ca PAM = -2
  CHO parental Ca = -7

> Cc1cc(S(=O)(=O)N2CCOCC2)ccc1OCC(=O)NCc1ccccn1
  CHO-K1 Ca ag = 2.2
  GPR7 antagonist = 7
  OXTR potentiator = -12
  CHO-K1 Ca antag = -14
  V1R ag counter = 1.0
  TAAR1 antagonist = -8
  OXTR ag = 1.1
  CHO-K1 Ca PAM = 12
  CHO parental Ca = -1

> CCOC(=O)C1CCCN(C(=O)c2ccccc2NC(=O)C2=C(C)OCCS2)C1 (stereo unspecified)
  CHO-K1 Ca ag = 0.1
  GPR7 antagonist = 5
  OXTR potentiator = -5
  CHO-K1 Ca antag = -9
  V1R ag counter = 1.1
  TAAR1 antagonist = -27
  OXTR ag = -0.8
  CHO-K1 Ca PAM = 2
  CHO parental Ca = -1

The list goes on:
SMILES	CHO-K1 Ca ag	GPR7 antagonist	OXTR potentiator	CHO-K1 Ca antag	V1R ag counter	TAAR1 antagonist	OXTR ag	CHO-K1 Ca PAM	CHO parental Ca
O=C(CCNS(=O)(=O)c1cccs1)NCc1ccco1	-0.1	-22	-15	5	0.9	2	0.4	-3	0
O=C(NCCN1CCOCC1)c1ccc(/C=C2\Sc3ccccc3N(Cc3ccccc3F)C2=O)cc1	5.2	-3	-6	5	6.2	69*	2.5	3	-9
O=[N+]([O-])c1cccc(C2=NC(c3ccccc3)CO2)c1 (stereo unspecified)	0.8	11	-13	-10	0.3	16	-0.6	4	-19
COc1ccc(NC(=O)C(NS(=O)(=O)c2cccs2)C(C)C)cc1Cl (stereo unspecified)	2.1	-7	-5	-13	0.9	5	-0.5	7	-22
COc1ccccc1C(=O)N1CCN(Cc2ccc3c(c2)OCO3)CC1	-0.4	7	-1	12	0.4	5	-1.0	-6	-10
COC(=O)c1ccc(C2c3[nH]c4ccccc4c3C[C@H]3C(=O)N(C)CC(=O)N23)cc1 (stereo partly specified)	2.3	11	-5	-16	4.0	-7	1.9	-7	-20
Cc1ccc(N(CCC#N)C(=O)CSc2nc3ccccc3c(=O)[nH]2)cc1	0.8	.	-3	-22	0.7	-16	1.4	12	-21
C/C(CCc1ccc2c(c1)OCO2)=N\NC(=S)NC(C)C	0.0	-15	-12	-14	-1.4	2	-1.6	4	-2
Cc1ccc(NC(=O)c2ccc3ccccc3n2)cc1S(=O)(=O)N(C)C	0.6	3	0	-12	0.2	-13	-0.8	12	-7
O=C(OCC(=O)N1CCCC1=O)c1cc(Cl)ccc1O	0.5	.	-4	-4	0.4	-2	0.2	-12	2
O=C(Oc1ccc2c3c(c(=O)oc2c1)CCCC3)c1ccco1	0.3	-3	-6	-10	-0.2	-12	-1.8	13	-1
CCOC(=O)c1cc(OC)c2cccc(CN3CCCC(C)(C(=O)NCCOC)C3)c2c1 (stereo unspecified)	0.9	.	.	-7	.	-18	.	8	.
N/C(=N\O)c1ccc(N2CCN(c3ncccc3C(F)(F)F)CC2)nc1	7.9	-8	-5	1	1.7	32	1.7	-9	-16
Cc1cccc(OCCC(=O)Nc2ccc(S(=O)(=O)N3CCCC3)cc2)c1	1.2	-1	-9	-1	3.8	10	3.3	6	-15
